PKM2 activator: activators of human pyruvate kinase M2; 0.34% of 260,000 active; purified PKM2, Kinase-Glo ATP luminescence, activation; response scale: 0% is enzyme alone, no compound; P14618; Potency, µM (titrated, usually from 57.5 µM), without a hit: top-dose activation, most hits filed as activators; further: potency means the concentration at half of the fitted maximal effect; on the % scale 0 is the no-effect control and ±100 the full control effect; nearly all actives have a fitted effect of over 55% in size
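hPK-M2, >95% pure; 0.1 mM ADP / 0.5 mM PEP final; imidazole pH7.2 buffer w/ 7 mM MgCl2, 50 mM KCl; 1 h RT; Kinase-Glo lum. Intermediate enzyme activity for dual inhibitor/activator qHTS.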
Eya2 phos inh: Eya2 (human) phosphatase inhibition. O00167. recombinant Eya2, OMFP fluorescence dephosphorylation (OMFP is methylfluorescein phosphate). Potency, µM (top dose mostly 76.9 µM), for the others: at the highest dose activity, negative = inhibition, hits mostly inhibitors. 0.006% of 330,000 active; further: potency means the concentration at half of the fitted maximal effect; on the % scale 0 is the no-effect control and ±100 the full control effect
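Eya2 protein (added as 0.2 uM solution) was preincubated with compound for 10 min at ambient temperature in 50 mM HEPES pH 7.5, 50 mM NaCl, 5 uM MgCl2, 0.05% BSA, 1 mM DTT. OMFP (added at 50 uM) then reacted 10 min; fluorescence read at 485/525 nm.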
USP2a block: inhibitors of human ubiquitin-specific protease USP2a. USP2 core, Ub-CHOP2 coupled fluorogenic reporter, 485/531. O75604. Potency, µM (series often up to 38.3 µM), inactives show at the highest dose activity change, negative = inhibition, usual class: inhibitors. 0.01% of 330,000 active. AID 463254;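 further: potency means the concentration at half of the fitted maximal effect; plate controls were DMSO wells for no effect and full inhibition by NEM control for full effect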
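USP2 core (10nM final) preincubated 30min RT with compound in 20mM Tris-HCl pH 8.0, 2mM CaCl2, 2mM beta-mercaptoethanol, 0.05% CHAPS; 25nM Ub-CHOP2 plus 25nM reporter substrate added, fluorescence (Ex485/Em531) read after 60min.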
Mito fusion act: blocks mitochondrial division or promotes mitochondrial fusion | Potency, µM (top dose mostly 46.1 µM), inactives show at the highest dose growth rescue (activation), actives largely listed as activators | 0.23% of 320,000 active | AID 485298 | S. cerevisiae fusion-defective mutant growth rescue, CellTiterGlo 48 h;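 further: potency means the concentration at half of the fitted maximal effect; % of control where 0% means no effect; nearly all actives have a fitted effect of over 45% in size; temperature-sensitive fusion mutants such as fzo1-1 at 37 °C on non-fermentable ethanol glycerol medium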
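Compounds are tested for their ability to restore growth of mitochondrial fusion-defective yeast strains at non-permissive 37C in YPEG medium over 48 hours. Viability is quantified by luciferase luminescence.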
Chronic BCR inh: inhibitors of chronic active B-cell receptor signaling; ABC-DLBCL IkBa-CBG/CBR reporter, luminescence ratio, 4 h; Potency, µM (highest dose often 46.1 µM), for the others: at the highest dose ratio change, negative = lower green/red ratio, most hits filed as inhibitors; 0.05% of 340,000 active; active means well fitted inhibition curve with a large enough effect in the signal ratio, with a control signal flat, not every such curve was filed as active; inconclusive means small, poorly fitted or top-dose-only effect, or effect the other way, or a change in a side signal; the % refers to the signal ratio;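 further: potency means the concentration at half of the fitted maximal effect; plate controls were basal doxycycline-induced cells for no effect and cells given 10 µM MG132 for full effect; MG132 reads +100%, hits lower the ratio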
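TMD8 human ABC-DLBCL cells with doxycycline-inducible IκBα–green luciferase fusion and unfused red luciferase, in 0.5% FBS medium; compounds up to 46 uM, 4 h at 37C. Green/red luminescence ratio, filter-overlap corrected, fitted to concentration-response curves.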
MBNL1-CUG inh: MBNL1-poly(CUG) RNA binding inhibition; Q9NR56; TR-FRET MBNL1-His/biotin-(CUG)12 binding, 665/545 ratio; Potency, µM (titrated, usually from 57.5 µM), without a hit: at the top dose activity change, negative = inhibition, most hits filed as inhibitors; 0.036% of 280,000 active; AID 2675; active means well fitted inhibition curve with a large enough effect in the signal ratio, with a control signal flat, not every such curve was filed as active; inconclusive means small, poorly fitted or top-dose-only effect, or effect the other way, or a change in a side signal; inactive means no such curve, though single readings can be large or run the other way; the % refers to the signal ratio; further: potency means the concentration at half of the fitted maximal effect; on the % scale 0 is the no-effect control and ±100 the full control effect
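Inhibition of protein-RNA binding appears as loss of TR-FRET between terbium anti-His antibody on MBNL1-His and streptavidin-XL665 on biotin-(CUG)12. Activity is normalized to buffer-only and uninhibited-complex controls.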
GALK inh: inhibitors of human galactokinase. P51570. Purified GALK, Kinase-Glo residual ATP luminescence. Potency, µM (top dose mostly 57.5 µM), for inactives: top-dose activity change, negative = inhibition, hits mostly inhibitors. 0.007% of 270,000 active. AID 1868; further: potency means the concentration at half of the fitted maximal effect; on the % scale 0 is the no-effect control and ±100 the full control effect
Target sequence (P51570 whole entry, looked up): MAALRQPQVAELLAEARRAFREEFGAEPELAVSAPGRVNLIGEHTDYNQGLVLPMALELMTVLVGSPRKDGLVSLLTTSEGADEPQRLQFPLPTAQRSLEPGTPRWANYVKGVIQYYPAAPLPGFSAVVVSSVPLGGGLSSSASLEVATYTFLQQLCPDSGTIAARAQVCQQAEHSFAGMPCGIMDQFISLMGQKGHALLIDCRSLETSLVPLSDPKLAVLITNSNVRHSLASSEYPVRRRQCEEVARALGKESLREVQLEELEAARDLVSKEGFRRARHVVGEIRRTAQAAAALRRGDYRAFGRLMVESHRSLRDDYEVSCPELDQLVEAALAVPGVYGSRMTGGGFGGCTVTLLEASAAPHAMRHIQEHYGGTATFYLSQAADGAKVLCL
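Compounds were pin-transferred into ATP buffer (35 uM final), then GALK plus galactose (5 nM, 100 uM final) was added. After 1 h at room temperature, Kinase-Glo Plus was added and luminescence read after 10 min.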
Menin MLL FP TR: displaces Texas Red mutant MLL peptide from human menin | Menin + Texas Red MLL mutant peptide, fluorescence polarization | 0.23% of 270,000 active | Potency, µM (titrated, usually from 61.6 µM), inactives show at the top dose FP activity change, negative = inhibition, usual class: inhibitors; active means well fitted inhibition curve with a large enough effect in the polarisation, with a control signal flat, not every such curve was filed as active; inconclusive means small, poorly fitted or top-dose-only effect, or effect the other way, or a change in a side signal; inactive means no such curve, though single readings can be large or run the other way; the % refers to the polarisation; further: potency means the concentration at half of the fitted maximal effect; % of control where 0% means no effect; many of its hits are not listed in these tables
Target sequence (O00255 whole entry, looked up): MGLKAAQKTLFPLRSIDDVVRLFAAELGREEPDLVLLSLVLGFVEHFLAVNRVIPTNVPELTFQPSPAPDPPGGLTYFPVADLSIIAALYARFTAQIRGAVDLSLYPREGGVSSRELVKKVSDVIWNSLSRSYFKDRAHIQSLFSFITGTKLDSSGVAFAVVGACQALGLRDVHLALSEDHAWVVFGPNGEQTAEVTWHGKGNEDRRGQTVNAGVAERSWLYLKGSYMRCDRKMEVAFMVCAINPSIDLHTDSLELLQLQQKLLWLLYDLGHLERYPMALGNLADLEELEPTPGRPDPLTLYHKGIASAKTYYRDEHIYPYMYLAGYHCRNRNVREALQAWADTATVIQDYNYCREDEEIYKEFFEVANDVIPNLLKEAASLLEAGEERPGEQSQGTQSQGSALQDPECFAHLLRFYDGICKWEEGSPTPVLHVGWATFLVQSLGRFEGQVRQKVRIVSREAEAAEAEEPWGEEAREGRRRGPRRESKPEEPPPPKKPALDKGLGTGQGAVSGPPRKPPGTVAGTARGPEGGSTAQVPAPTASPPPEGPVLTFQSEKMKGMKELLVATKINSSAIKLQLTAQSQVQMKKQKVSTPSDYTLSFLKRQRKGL
TSHR antag: antagonists of human thyroid stimulating hormone receptor; P16473; TSHR-expressing cells, TSH-stimulated cAMP HTRF, 2 h; active compounds read low; activity change, negative = inhibition, % at 11.5 µM; 0.2% of 330,000 active; AID 504810;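 active means activity change below a set negative limit, meaning inhibition stronger than a set level, cut at about -70% in these data; inconclusive means activity change between two set negative limits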; further: on the % scale 0 is the no-effect control and ±100 the full control effect
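Competitive HTRF cAMP read-out (cryptate anti-cAMP antibody, cAMP-d2; 30 min, room temperature) in freshly harvested TSHR cells. Compounds added before TSH at EC80 (4nM final), followed by 2 hours' incubation at 37 deg C.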
S-ASM inh: inhibitors of human secretory acid sphingomyelinase; P17405; placental ASM, HMU-PC fluorogenic substrate, 60 min; Potency, µM (highest dose often 57.5 µM), for inactives: at the top dose activity change, negative = inhibition, most hits filed as inhibitors; 0.006% of 340,000 active; AID 504937; further: potency means the concentration at half of the fitted maximal effect
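Human placenta-derived ASM preincubated with compound 10 min at room temperature, then reacted with 9 uM (final) fluorogenic HMU-PC substrate for 60 min at 37 C. Stop solution raises pH to 10; fluorescence read at Ex 386/Em 447 nm.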
KCNH2 WT inh: inhibitors of human wildtype KCNH2 potassium channel | Q12809 | U2OS, BacMam KCNH2, thallium flux FluxOr; active compounds read low | activity change, % at 1.84 µM | 0.37% of 340,000 active | AID 720551;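 active means maximum activity change below -70%; inconclusive means maximum activity change between -70% and -50%; inactive means maximum activity change above -50%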; further: on the % scale 0 is the no-effect control and ±100 the full control effect
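U2OS cells transduced with wild-type KCNH2 virus are loaded with FluxOr dye for 45 min, and thallium flux is measured in kinetic reads before and after stimulation buffer. Rate constants are normalized to DMSO controls.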
* = called active by the depositor; i = inactive; ? = inconclusive; . = no result given; [ ] = another dose, or the depositor's remark. Unless noted, the call rests on the fitted dose curve; in most records, active means well fitted curve in the direction sought with a large enough effect; inconclusive means small, poorly fitted or top-dose-only effect, or another doubt; inactive means no such curve, though single readings can be large; an effect the other way counts as inactive or inconclusive. Not all compounds are listed; the hit share may differ from the screen's.

SMILES	PKM2 activator	Eya2 phos inh	USP2a block	Mito fusion act	Chronic BCR inh	MBNL1-CUG inh	GALK inh	Menin MLL FP TR	TSHR antag	S-ASM inh	KCNH2 WT inh
O=C(Nc1ccccc1-c1ccccc1)c1cccc([N+](=O)[O-])c1	6%	-10%	-1%	3%	?	?	-1%	?	-48	-2%	-2
COc1ccc(S(=O)(=O)NCCSCc2ccc(Cl)cc2)cc1NC(C)=O	.	-9%	-1%	2%	-5%	.	.	.	-19	-3%	4
O=C(NC1CCCCC1)N(Cc1cc2cc3c(cc2[nH]c1=O)OCCO3)CC1CCCO1 (configuration not stated)	-3%	-3%	0%	2%	-1%	-3%	1%	?	-10	18%	8
COc1ccc(CC(=O)NNc2ncnc3c2cnn3C)cc1OC	5%	5%	-1%	-5%	-2%	-9%	2%	-7%	-2	4%	2
O=C1CC(c2ccccc2)CC(O)=C1C=Nc1ccc(O)cc1 (configuration not stated)	-2%	0%	0%	-1%	?	?	1%	-15%	-8	-3%	14
COc1ccccc1OCCSc1ncnc2nc[nH]c12	-1%	13%	1%	3%	-5%	-3%	0%	-8%	-9	3%	-1
C#CCOCCOCCOCCNc1nc(N2CCN(C(=O)CCCCCCCCCCNC(=O)Cn3cc(C[C@@H](C)O)nn3)CC2)nc(N2CCN(C(=O)CCCCCCCCCCNC(=O)[C@@H]([C@H](C)O)n3cc(C)nn3)CC2)n1	.	-6%	-14%	-3%	?	.	.	.	-18	-8%	32
COc1ccc(Cl)cc1C(=O)Nc1ccc2c(c1)OCCO2	2%	-7%	-4%	7%	-15%	1%	6%	11%	-11	1%	-14
O=C(CN1CCN(C(=O)c2cccc(S(=O)(=O)N3CCCC3)c2)CC1)Nc1ccccc1Cl	.	17%	0%	-10%	-1%	.	.	.	4	0%	-6
COC(=O)C(C(=O)OC)c1ccc(NC(=O)c2cccc(Cl)c2)cc1	3%	1%	-1%	-2%	-1%	-4%	6%	?	-1	-2%	2
CCOC(=O)C1(CC)NC(c2cccc(F)c2)C2C(=O)N(CC)C(=O)C21 (configuration not stated)	3%	1%	1%	0%	-6%	-2%	-3%	-6%	-2	6%	1
Cc1ccc(S(=O)(=O)CCC(=O)OC(C)C(=O)N2CCc3ccccc32)cc1 (configuration not stated)	.	5%	1%	-6%	?	.	.	.	-6	6%	-9
COc1cc(C)c(CN2CCCCC2CO)cc1C (configuration not stated)	0%	1%	0%	-7%	0%	2%	0%	9%	7	4%	-2
CCN(CC)C(=O)c1ccc(Nc2nnc(-c3ccc(O)cc3)c3ccccc23)cc1	0%	0%	-1%	0%	?	?	1%	8%	-25	39%[activator]	0
O=C1CCC(=O)N1CC(=O)N1c2ccccc2Sc2ccccc21	10%	-9%	-2%	-2%	-8%	1%	-1%	0%	-6	4%	7
O=C(CN(Cc1ccco1)C(=O)c1ccccc1)Nc1ccc(Cl)c(Cl)c1	0%	-16%	-1%	-4%	13%	-4%	2%	27%	-3	-16%	-6
CCOc1ccc(N2CC(C(=O)Nc3ccc(S(=O)(=O)N4CCCCC4)cc3)CC2=O)cc1 (configuration not stated)	.	9%	-2%	3%	8%	.	.	.	-9	.	4
Cn1nccc1C(=O)N/N=C/c1c(O)ccc2ccccc12	.	?	2%	0%	-28%	19%	-3%	?	-9	-2%	-10
Cc1cnn(-c2cc(N/N=C/c3ccccc3Cl)ncn2)c1	6%	10%	1%	2%	2%	-9%	0%	-10%	43	2%	-247*
Cc1ccc(CCNC(=O)C2CCCN(S(=O)(=O)c3c(C)noc3/C=C/N(C)C)C2)cc1 (configuration not stated)	0%	-4%	-9%	0%	24%	-5%	2%	-1%	14	1%	3
O=C(Cc1ccccc1)NC(c1ccco1)c1c(O)ccc2ccccc12 (configuration not stated)	7%	-10%	-1%	7%	?	-6%	-2%	?	0	14%	-9
COc1cc(-n2c(=O)c3ccccc3n(Cc3cccc(C)c3)c2=O)cc(OC)c1OC	-1%	-3%	9%	-5%	0%	-6%	-3%	2%	32	1%	-19
COc1ccc(S(=O)(=O)Nc2c(C)cc(C)cc2C)c2cccnc12	1%	9%	1%	2%	-24%	8%	.	16%	9	-5%	-1
COc1ccc(S(=O)(=O)N2CCCCC2)cc1NC(=O)Cc1c[nH]c2ccccc12	1%	9%	?	0%	-5%	-4%	1%	1%	0	-2%	-19
CC1(C)CC(=O)C(C=Nc2cc(C(=O)c3ccccc3)ccc2N)=C(O)C1	1%	-9%	14%	1%	?	?	0%	-11%	-10	-3%	i
Cc1cc(OCc2cc(C(=O)NCC3(C)COC3)no2)cc(C)c1Cl	-5%	-4%	-1%	1%	4%	2%	2%	16%	20	-7%	-5
O=C(COc1ccc(Cl)cc1Cl)NCCCn1ccnc1	2%	26%	0%	0%	13%	-1%	-1%	-2%	8	0%	0
Cc1nn(-c2ccccc2)c(C)c1/C=C/C(=O)OCC(=O)Nc1ncc(Cl)cc1Cl	1%	10%	3%	-3%	14%	.	0%	3%	1	-1%	10
Cc1ccc(S(=O)(=O)NCCC(=O)N2CCC(C)CC2)cc1	.	9%	7%	-5%	6%	.	.	.	-3	3%	-1
COc1ccc(CCNC(=O)C(=O)NCc2ccc(C)cc2)cc1OC	-5%	4%	1%	-7%	-1%	-8%	0%	5%	0	-1%	12
CCc1nnc(NC(=O)C2CCN(S(=O)(=O)Cc3ccccc3)CC2)s1	-2%	5%	1%	-5%	?	6%	-4%	-5%	-6	1%	-5
COc1ccc(-c2csc(Nc3ccccc3)[n+]2Cc2ccccc2)cc1	0%	16%	3%	1%	7%	-2%	-1%	0%	-14	-11%	-4
COc1ccc(CNC(=O)C2CCCN(c3nn4c(=O)cc(C)nc4s3)C2)cc1 (configuration not stated)	.	2%	1%	2%	-1%	30%[activator]	0%	.	27	2%	-6
Cc1cc(C)cc(Oc2nc(C(F)(F)F)nc3ccccc23)c1	-6%	13%	1%	-1%	1%	-1%	-3%	-10%	4	-7%	7
COCCn1c(=S)[nH]c2cc(C(=O)N(CCO)Cc3ccccc3)ccc2c1=O	.	-5%	3%	-1%	?	0%	-2%	4%	4	-1%	10
COC(=O)c1ccc(N2C(=O)CC(N(C)CCc3ccc(OC)c(OC)c3)C2=O)cc1 (configuration not stated)	5%	3%	1%	-34%[inhibitor]	-1%	11%	9%	3%	-5	-1%	3
O=C(Nc1ccccc1-c1ccccc1)C1CCCN(c2ncccn2)C1 (configuration not stated)	2%	21%	0%	2%	3%	-6%	-2%	-8%	-4	-4%	28
COc1cccc(/C=N/n2c(SC)nnc2-c2ccccc2)c1O	12%	5%	?	1%	-14%	10%	0%	0%	9	1%	3
Cc1ccccc1NC(=S)N(Cc1ccccn1)Cc1ccccc1Cl	9%	1%	1%	2%	9%	-2%	-1%	5%	-4	-4%	0
COc1ccc(CN2CCN(C(C)C(=O)N(C)Cc3cccc(F)c3)CC2)cc1OC (configuration not stated)	.	-2%	-10%	-2%	-2%	-16%	-4%	.	-20	-3%	15
Cc1sc2ccc3sccc3c2[n+]1C	23%	-3%	8%	21%	15%	-4%	-1%	12%	-8	1%	?
CCN(CC)S(=O)(=O)c1ccc(NC(=O)COc2c(OC)cccc2OC)cc1	-2%	4%[15.4 µM]	1%	7%	-4%	1%	2%	1%	-30	0%	0
N#C/C(=C/c1ccc(N2CCOCC2)o1)c1ccc(Cl)cc1	1.3µM*	20%	0%	-4%	?	28%	2%	32%[activator]	19	?	-12
COc1ccc(CC(=O)Nc2ccc(C(C)=O)cc2)cc1	-4%	-4%	-1%	-10%	1%	11%	4%	?	10	-1%	-9
O=C(NCC(c1ccco1)N1CCN(c2ccccc2F)CC1)C(=O)NC1CC1 (configuration not stated)	.	6%	0%	1%	7%	.	.	.	8	1%	-1

Screening results deposited in PubChem by National Center for Advancing Translational Sciences (NCATS).
